C-LANA FP = inhibitors of KSHV C-LANA binding to DNA, primary screen, biochemical, fluorescence polarization, FAM-LBS DNA, MBP-C-LANA, single point | Kaposi's sarcoma herpesvirus LANA C-terminal domain (residues 932-1162) DNA binding | inhibition, % at 9 µM | 0.078% of 340,000 active;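 active means highest replicate inhibition at or above 60% at 9 µM, even if other replicates fall short; inactive means all replicates below 60% inhibition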;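 further: 0% = neutral control wells and 100% = 4 µM acridine orange control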
MOR-DOR ag = agonists of OPRM1-OPRD1 heterodimerization, primary screen, cell-based, luminescence | Mu-type opioid receptor (Homo sapiens) + Delta-type opioid receptor (Homo sapiens), … | cells | activation, % at 9.3 µM | 0.3% of 340,000 active | AID 504326, 2011; in the data active means activation above about 18%;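 further: 0% = vehicle-treated cells and 100% = reference agonist; values of inactives mirror those of a sister screen read the other way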
OPRM1-OPRD1 inv = inverse agonists of MOR-DOR heterodimerization, primary screen, cell-based, luminescence | cell-based MOR-DOR heterodimer luminescence, inverse agonism | inhibition, % at 9.3 µM | 0.21% of 340,000 active | AID 504357, 2011; in the data active means inhibition above about 22%, passing the limit was not always enough;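 further: 0% = cells with DMSO and 100% = wells without cells with DMSO; values of inactives mirror those of a sister screen read the other way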
Keap1 Nrf2 FP = Keap1-Nrf2 protein-protein interaction inhibitors, primary screen, biochemical, fluorescence polarization, single point; 0.15% of 340,000 active; inhibition, % at 9.4 µM; Keap1 Kelch-Nrf2 peptide fluorescence polarization, 1536-well; in the data active means inhibition above about 12%;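 further: human Keap1 Kelch domain with fluorescein labeled Nrf2 9mer peptide probe; 0% = neutral control wells and 100% = peptide positive control; higher means more block of Keap1 binding to Nrf2 peptide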
RTF Ca sens inh = cardiac RTF calcium sensitivity inhibitors, primary screen, biochemical, IANBD-TnC fluorescence, EC70 calcium. AID 493244, 2011. IANBD-labeled cardiac RTF, Ca2+ fluorescence. 0.12% of 340,000 active. inhibition, % at 7.15 µM;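 active means inhibition above the mean inhibition of all tested compounds plus 3 SD, cut at about 17% in these data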;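 further: assay run at fixed EC70 calcium of 1.6 mM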
Arrestin-AP2 inh = inhibitors of beta-arrestin/AP2 binding, primary screen, biochemical, GPCR trafficking, flow cytometry | AID 504490, 2011 | 0.31% of 340,000 active | FITC-arrestin peptide / GST-AP2 beads; AP2 beta2 appendage carries R879A mutation | inhibition, % at 10 µM | beta-arrestin 1 C-terminal peptide binding to AP2 beta2-adaptin appendage (human);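 active means inhibition above a set limit, near 3 SD of compounds lacking own fluorescence, cut at about 54% in these data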;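 further: plate controls were DMSO wells for no effect and 5 µM unlabelled arrestin peptide for full effect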
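System: GST-AP2 R879A glutathione beads. Medium: PBS with 0.05% Tween 20 and 0.1% BSA. Also added: FITC-arrestin peptide, 50 nM. Incubation: 12 min plus 1 h, RT. Measured by: high-throughput flow cytometry of beads, ex 488, em 535 nm. Evaluation: percent drop in bead-associated FITC signal.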
V-ATPase pHluor = regulators of yeast V-ATPase proton pumping, primary screen, pHLuorin cytosolic pH fluorescence; response, % at 10 µM; 0.37% of 350,000 active; AID 504577, 2011; S. cerevisiae; in the data active means response mostly above about 7.3%, no sharp cut-off; inactive means mostly below about 5.4%; further: actives read high; inactives centre near 0; some compounds called inactive have numbers as strong as hits; reference of the scale not given here
cardiac RTF act = cardiac RTF calcium sensitivity activators, primary screen, biochemical, IANBD-TnC fluorescence, EC20 calcium. Troponin I, cardiac muscle (Homo sapiens) + Troponin T, cardiac muscle (Homo sapiens) + …. IANBD-labeled TnC RTF fluorescence at EC20 calcium; 0% EC20 calcium, 100% full calcium. activation, % at 7.2 µM. 0.24% of 340,000 active;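 active means activation above the mean over all tested compounds plus 3 SD, cut at about 30% in these data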;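 further: rise in fluorescence read as greater calcium sensitivity of cardiac thin filaments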
DSG3 Ab inh = inhibitors of pemphigus antibody binding to DSG3, primary screen, biochemical, bead-based, flow cytometry, scFv-GFP. 0.48% of 310,000 active. binding (percent of control), % at 10 µM. AID 588358, 2011. DSG3-coupled beads, scFv-anti-DSG3-GFP binding; active compounds read low. Desmoglein-3 (Homo sapiens), P32926;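 active means binding more than 3 SD below its plate's average and above zero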;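 further: hits lower antibody fragment binding to DSG3; some compounds called inactive have numbers as strong as hits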
Target sequence (P32926 whole entry, looked up, the tested form may be a part): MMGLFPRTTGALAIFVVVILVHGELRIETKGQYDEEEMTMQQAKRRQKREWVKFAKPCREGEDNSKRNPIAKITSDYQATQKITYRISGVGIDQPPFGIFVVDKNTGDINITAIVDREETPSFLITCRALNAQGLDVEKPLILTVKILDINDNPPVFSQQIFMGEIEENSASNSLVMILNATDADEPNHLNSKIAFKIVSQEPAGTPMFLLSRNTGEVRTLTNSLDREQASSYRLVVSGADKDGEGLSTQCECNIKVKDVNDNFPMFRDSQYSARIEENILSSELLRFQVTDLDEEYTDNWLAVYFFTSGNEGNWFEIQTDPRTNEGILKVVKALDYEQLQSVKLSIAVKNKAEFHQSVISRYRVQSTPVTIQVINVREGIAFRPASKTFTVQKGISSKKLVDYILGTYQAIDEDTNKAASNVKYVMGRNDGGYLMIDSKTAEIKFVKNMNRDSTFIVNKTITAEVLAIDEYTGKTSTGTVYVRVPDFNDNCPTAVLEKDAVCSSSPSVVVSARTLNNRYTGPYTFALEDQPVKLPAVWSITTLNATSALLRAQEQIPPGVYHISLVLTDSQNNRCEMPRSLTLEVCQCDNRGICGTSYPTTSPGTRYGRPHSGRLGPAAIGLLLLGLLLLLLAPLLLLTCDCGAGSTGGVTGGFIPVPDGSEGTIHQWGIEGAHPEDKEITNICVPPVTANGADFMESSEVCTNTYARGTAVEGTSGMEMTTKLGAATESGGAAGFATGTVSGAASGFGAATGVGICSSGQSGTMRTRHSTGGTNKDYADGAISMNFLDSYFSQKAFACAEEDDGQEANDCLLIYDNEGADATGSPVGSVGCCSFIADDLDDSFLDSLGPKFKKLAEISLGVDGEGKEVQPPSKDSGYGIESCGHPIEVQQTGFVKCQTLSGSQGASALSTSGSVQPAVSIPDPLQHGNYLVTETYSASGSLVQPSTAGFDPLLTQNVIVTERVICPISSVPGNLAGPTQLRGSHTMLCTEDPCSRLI
Wnt act = Wnt/beta-catenin pathway activators, primary screen, cell-based, plate reader, single point; AID 743398, 2014; 1.2% of 300,000 active; Wnt/beta-catenin reporter cell assay, activator; activation, % at 9.35 µM; in the data active means activation above about 30%, passing the limit was not always enough;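 further: 0% = neutral control wells and 100% = positive control wells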
* = called active by the depositor; · = not tested or not shown; & = joins results of further samples. Compounds as they come; 3.1% or so of the library scored in one or more.

SMILES	C-LANA FP	MOR-DOR ag	OPRM1-OPRD1 inv	Keap1 Nrf2 FP	RTF Ca sens inh	Arrestin-AP2 inh	V-ATPase pHluor	cardiac RTF act	DSG3 Ab inh	Wnt act
O=C(N[C@@H](Cc1ccccc1)C(=O)NCc1ccc(F)cc1)C1CCNCC1	0.5	-2.9	15	-6	-3	-8	1	-3	·	-3
CCOc1ccc(C2(C)NC(=O)N(CCN(C)C)C2=O)cc1 (centres undefined)	-0.2	-1.2	6	5	-8	-2	-2	0	92	1
COc1ccccc1NC(=O)CSc1nc2c(sc3ccccc32)c(=O)n1CCN(C)C	7.1	-0.8	4	-15	0	2	1	12	102	3
CC[C@H](C)[C@@H](NC(=O)O[C@@H]1C(=O)c2cc(OC)ccc2O[C@H]1c1ccc(OC)c(Br)c1)C(=O)OC	0.1	-1.0	6	-1	1	3	0	4	97	·
CCN(CC)c1ccc(NC(=O)/C=C\c2ccccc2Cl)cc1	-0.1	-0.6	4	0	-9	10	2	-2	104	·
O=C(Nc1ccc(Br)cc1)c1cccnc1N1CCCCC1	-0.2	-0.5	2	0	-4	16	1	-8	105	1
O=C(CCNC(=O)c1ccccc1Cl)Nc1ccncc1	0.7	-0.9	4	-3	-9	25	-1	0	95	1
O=C(COC(=O)Cc1ccc(Cl)cc1)NCc1ccco1	8.2	-2.2	10	-1	-10	15	4	-1	·	-2
CCc1cccc(CC)c1NC(=O)COC(=O)c1ccccc1-c1nc2ccccc2s1	-1.1	1.1	-6	-4	-8	7	3	14	104	0
CC1CCCCN1N=Nc1nc2c([nH]1)c(=O)n(C)c(=O)n2C (centres undefined)	1.3	-3.4	17	0	-2	34	-3	-11	90	-4
COc1ccc(CNC(=O)[C@@H](NC(=O)C2CCN(C(=O)[C@@H]3CCCN3C(=O)OC(C)(C)C)CC2)C(C)C)cc1	2.9	-1.1	5	-4	-2	9	2	9	100	-1
Fc1ccc(-n2ncc3c(SCc4cccnc4)ncnc32)cc1	0.8	4.1	-19	4	-3	9	1	4	·	-2
COc1cc(/C=C/c2onc(C)c2[N+](=O)[O-])cc(OC)c1OC	-0.7	-2.9	14	-2	-7	12	-1	9	107	-4
O=C(c1cccnc1)N1C2CCC1CC(O)(c1ccc(F)cc1)C2 (centres undefined)	-0.3	-0.4	2	-1	-10	-2	-1	3	98	·
Cc1cc(S(=O)(=O)N2CC(=O)N(CCc3ccccc3)C(=O)C2)ccc1F	0.5	0.4	-2	-1	-4	35	-1	1	97	·
CC12CCC(C(=O)N(NC(=O)c3cc(Cl)ccc3O)C1=O)C2(C)C (centres undefined)	-1.3	0.3	-2	-3	6	-2	4	-3	115	·
O=C(Nc1ccc(F)cc1)Oc1ccccc1N1CCOCC1	-1.0	-2.2	11	-3	6	9	-3	-6	·	2
O=C(Nc1cccc(-c2nn[nH]n2)c1)c1ccc(Br)s1	0.1	-2.4	17	2	-4	0	0	-4	100	2
Cc1ccc(-n2nc(C)c3c2C(Br)C(C)(C)CC3=O)nc1 (centres undefined)	-2.0	3.4	-16	-1	-2	-4	-3	-2	104	-2
O=C(NCc1ccc2c(c1)OCO2)Nc1ccc2ccccc2c1	·	·	·	·	·	4	-1	·	100	2

Record cards, as listed above:
CC12CCC(C(=O)N(NC(=O)c3cc(Cl)ccc3O)C1=O)C2(C)C (centres undefined) is entered as C-LANA FP: -1.3; MOR-DOR ag: 0.3; OPRM1-OPRD1 inv: -2; Keap1 Nrf2 FP: -3; RTF Ca sens inh: 6; Arrestin-AP2 inh: -2; V-ATPase pHluor: 4; cardiac RTF act: -3; DSG3 Ab inh: 115; Wnt act: ·
O=C(NCc1ccc2c(c1)OCO2)Nc1ccc2ccccc2c1 is entered as C-LANA FP: ·; MOR-DOR ag: ·; OPRM1-OPRD1 inv: ·; Keap1 Nrf2 FP: ·; RTF Ca sens inh: ·; Arrestin-AP2 inh: 4; V-ATPase pHluor: -1; cardiac RTF act: ·; DSG3 Ab inh: 100; Wnt act: 2

Continuation.
SMILES	C-LANA FP	MOR-DOR ag	OPRM1-OPRD1 inv	Keap1 Nrf2 FP	RTF Ca sens inh	Arrestin-AP2 inh	V-ATPase pHluor	cardiac RTF act	DSG3 Ab inh	Wnt act
Cc1ccc(NC(=O)CN2CCCC2)cc1Br	0.2	-1.4	7	1	3	43	4	1	108	2
COc1cc(/C=N/NC(=O)c2cnccn2)cc(OC)c1OC	0.4	-1.6	8	-2	6	1	-1	2	100	-1
O=C(CN1C(=O)NC2(CCc3ccccc32)C1=O)Nc1ccc(Br)cc1F (centres undefined)	-0.8	0.1	0	1	-2	4	-4	1	97	0
CCn1c(CNc2ccc(C)cc2C)nnc1SCC(=O)N1CCCc2ccccc21	-1.2	-0.9	6	-1	-13	-1	1	1	100	·
O=C(CCl)NCCNC(=O)c1cc(OCC(F)(F)F)ccc1OCC(F)(F)F	-0.4	·	·	3	·	1	1	·	100	0
COc1ccc(CCNC(=O)c2cc(-c3ccccc3)c(N3CCOCC3)s2)c(OC)c1OC	-0.9	-1.3	7	2	3	-8	3	0	99	-1
COc1ccc(/C=C2\C(=O)NCC(=O)N2Cc2ccccc2)cc1	-0.1	0.9	-5	-4	4	1	1	8	103	·
COC(=O)N/N=C/c1ccc(OS(=O)(=O)c2ccc(C)cc2)c(OC)c1	0.9	2.3	-12	-4	-10	8	2	-2	98	4
COc1ccc(C2CC(c3cccs3)=NN2C(=O)CSc2nncs2)cc1OC (centres undefined)	-1.0	-4.0	19	-6	-2	2	0	4	100	-7
O=C(c1ccco1)N1CCN(C(=O)c2cc3c(s2)-c2ccccc2OC3)CC1	-1.2	0.9	-5	-1	-9	3	8	0	106	-5
Cc1ccc2c(c1)Oc1ccc([N+](=O)[O-])cc1C(=O)N2	0.9	1.6	-11	1	-5	4	-1	-4	86	-1
CCN1/C(=C\C=C2\C(=O)N(c3ccccc3)C(=S)N2C)Sc2ccccc21	0.7	0.9	-5	-1	-6	25	3	7	90	-2
CCOc1ccc2c(c1)n([O-])c1c([n+]2=O)CCCC1	-0.1	0.4	-2	-6	1	2	0	-3	103	-1
CC(C)c1ccc(/C=C/C(=O)Nc2nc3ccc([N+](=O)[O-])cc3s2)cc1	2.8	-1.0	5	2	-3	4	-4	-2	92	·
COc1ccc(-n2c(C)cc(C)c(C(C)=O)c2=S)cc1	1.5	-3.5	19	-5	-4	-3	-1	0	131	-1
COc1ccc2nc(C3CCCCC3)c3c(c2c1)CCC3	1.4	6.9	-32	6	7	-5	-3	1	98	-1
COc1ccc(-n2c(SCC(=O)NNC(=O)c3ccccc3C)nnc2-c2ccncc2)cc1	0.1	-0.5	2	-3	-2	2	5	-1	100	·
CCOC(=O)C1CCN(c2cc3c(cc2NC(=O)c2ccc(OC)c(OC)c2)n(C)c(=O)n3C)CC1	0.5	1.4	-7	-4	-6	28	7	0	101	-1
c1ccc(Cc2nn3c(Cn4nnc5ccccc54)nnc3s2)cc1	0.4	-0.3	2	-5	2	13	4	-2	101	8
NC(=O)c1ccc(NC(=O)C2COc3ccccc3O2)cc1 (centres undefined)	·	-2.1	10	69*	-3	-14	2	-1	102	0
CC(C)NCCOCCOc1ccccc1F	0.2	-2.0	12	0	3	0	0	-3	110	·
CCOC(=O)N/N=C/c1ccc(Oc2ccccc2)cc1	-1.6	-1.2	6	-6	-1	-4	1	4	·	7
O=C(c1ccc(COc2ccccc2Cl)o1)N1CCN(Cc2ccc3c(c2)OCO3)CC1	1.0&-0.2	-4.2&-0.8	18&4	-3&-1	-1&8	30&18	-1&-2	-5&-4	96	-8
CCc1nc2ccccc2n1CC(=O)NC1CCS(=O)(=O)C1 (centres undefined)	0.3	·	·	2	-1	8	7	7	119	-1
CCC(CC)CN1C(Nc2ccccc2)=NC[C@@H]1C	1.2	-3.9	18	-3	1	-3	-3	1	106	-4
COc1ccccc1CNC(=O)CN1C(=O)N(C)C2(CCCCC2)C1=O	0.5	1.3	-5	-3	-5	-4	-1	4	96	6
CCOc1cc(N2CCOCC2)c(OCC)cc1NC(=O)CN1CCCC1	1.2	-2.0	10	4	4	-1	2	1	·	-4
CC(=O)Nc1nc(CC(C)C)cc(-c2ccco2)c1C#N	1.2	-3.0	16	-1	3	-7	3	-8	102	·
COc1ccc(OC)c(NC(=O)CN2C(=O)C3(OCCCO3)c3ccccc32)c1	-0.2	-0.3	2	1	0	-3	-2	2	102	-1
c1ccc(CCN2CCN=C2Nc2ccccc2)cc1	-1.9	-0.6	3	-7	-5	-3	3	-3	100	-1
COc1ccc(CCNc2ccc(S(N)(=O)=O)cn2)cc1	-0.5	0.0	0	1	-5	21	5	0	·	-2
CN1CCN(c2oc(-c3ccc([N+](=O)[O-])cc3)nc2C#N)CC1	0.4	8.1	-40	-2	8	7	0	3	·	1
COc1ccc(CN(C(=O)CO/N=C/c2ccccc2)c2ccccc2C(=O)O)cc1	1.1	-2.1	10	-3	-3	-3	2	1	81	2
CN1CCCC(OC(=O)c2ccc(S(=O)(=O)N(C)C)cc2)C1 (centres undefined)	1.9	-1.0	6	0	-6	0	4	2	96	5
CC(C)n1c(N2CCN(C(=O)Nc3ccc(Cl)cc3)CC2)nc2ccccc21	-2.3	-0.7	3	-2	7	-28	2	-7	97	7
CCN(C(C)=O)c1nc(CCl)cs1	0.1	-1.6	8	3	-3	-17	4	0	101	0
O=C(N[C@H]1/C=C\[C@@H](O)CCCC1)OCc1ccccc1	-1.1	-2.2	11	-3	-4	4	-1	0	95	4
CSc1ccccc1NC(=O)CN(C)C(=O)COc1ncnc2ccccc12	-1.9	-3.4	14	-3	-2	-6	2	-1	·	-2
Nc1cnnc(N/N=C\c2ccccc2)c1Cl	-1.1	-2.3	12	-4	0	-9	-2	5	115	-2
CCN(CC)c1nc(SCCOC(=O)Nc2ccccc2)nc(N(CC)CC)n1	0.0	-0.5	3	-5	-1	8	-7	9	106	-4
Cc1cccc(Nc2cc(=O)[nH]c(=O)[nH]2)c1C	-0.1	2.0	-13	-2	7	-8	6	-1	89	·
Cc1[nH]c2ccccc2c1N=Nc1cc(C(=O)O)cc(C(=O)O)c1	-0.7	-4.3	21	1	-5	36	-7	0	115	-1
O=C(COc1cccc2ccccc12)N1c2ccccc2CCc2ccccc21	0.8	5.1	-31	-2	5	39	-2	-6	96	·
COCCn1c(C(C)C)nc2sc3ccccc3c(=O)c2c1=O	0.3	-0.6	3	1	-13	19	2	-1	·	-1
CCCCSc1nc(C)cc(SCC(=O)N/N=C/c2ccccc2)n1	0.4	2.8	-15	-7	-8	-17	-1	5	101	13
Cc1ccc(N2CCN(/N=C/c3cccnc3)CC2)cc1	1.3	1.2	-5	-7	0	12	6	3	105	3
